Screening data from PubChem BioAssay.
PI5P4Ka inh: PI5P4K alpha (human) kinase inhibition | max response, % | PI5P4Kalpha enzyme, ADP-Glo luminescence, 60 min; hits give low values | 330,000 tested, 1.2% active | P48426; active means max response of -50% or lower; inconclusive means between -30% and -50%; inactive means -30% or higher; further: value at the top dose of about 77 µM; on the % scale 0 is the no-effect control and ±100 the full control effect
Target sequence (P48426 whole entry, looked up): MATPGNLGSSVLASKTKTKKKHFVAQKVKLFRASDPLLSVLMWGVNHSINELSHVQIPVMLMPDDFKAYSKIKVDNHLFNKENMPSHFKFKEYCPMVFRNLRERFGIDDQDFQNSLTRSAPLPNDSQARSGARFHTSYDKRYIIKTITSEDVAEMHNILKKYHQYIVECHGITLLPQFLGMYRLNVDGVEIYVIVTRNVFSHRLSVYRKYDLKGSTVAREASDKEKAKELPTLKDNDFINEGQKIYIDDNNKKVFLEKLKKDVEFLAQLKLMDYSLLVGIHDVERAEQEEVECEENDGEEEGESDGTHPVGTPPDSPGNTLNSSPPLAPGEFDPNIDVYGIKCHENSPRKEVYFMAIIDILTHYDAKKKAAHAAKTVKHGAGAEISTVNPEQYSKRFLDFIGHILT
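Enzyme plus substrate dispensed, test compounds pinned in, then ATP (5 microM final) added. After 60 min at RT, ADP-Glo reagent 1 for 45 min and reagent 2 for 30 min preceded luminescence imaging.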
PLK1 PBD inh: PLK1 (human) polo-box domain binding inhibition | 360,000 tested, 2.8% active | Plk1 PBD binding of FITC phosphopeptide, fluorescence polarization | AID 720504 | Potency, µM, for inactives: max response, negative = inhibition, most hits filed as inhibitors | P53350; further: potency means the concentration at half of the fitted maximal effect; series mostly up to about 57 µM; on the % scale 0 is the no-effect control and ±100 the full control effect; nearly all actives have a fitted effect of over 65% in size
Target sequence (P53350 whole entry, looked up, the tested form may be a part): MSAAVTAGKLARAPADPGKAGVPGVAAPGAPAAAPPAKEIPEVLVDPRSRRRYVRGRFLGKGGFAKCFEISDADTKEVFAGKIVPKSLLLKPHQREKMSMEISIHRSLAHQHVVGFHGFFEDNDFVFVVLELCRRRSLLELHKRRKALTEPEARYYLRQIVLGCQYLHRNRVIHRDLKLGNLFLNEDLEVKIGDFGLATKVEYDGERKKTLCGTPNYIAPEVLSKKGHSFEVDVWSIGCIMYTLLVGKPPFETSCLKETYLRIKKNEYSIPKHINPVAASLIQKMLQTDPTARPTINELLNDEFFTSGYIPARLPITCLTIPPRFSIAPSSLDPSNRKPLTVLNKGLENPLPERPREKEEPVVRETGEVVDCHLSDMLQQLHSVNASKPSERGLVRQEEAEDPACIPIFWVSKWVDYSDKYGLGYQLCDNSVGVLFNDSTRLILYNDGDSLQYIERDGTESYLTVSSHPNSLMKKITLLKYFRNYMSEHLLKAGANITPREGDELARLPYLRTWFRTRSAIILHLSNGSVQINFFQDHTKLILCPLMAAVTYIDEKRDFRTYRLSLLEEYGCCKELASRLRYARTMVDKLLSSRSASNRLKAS
aSyn yeast inh: alpha-synuclein toxicity inhibition in yeast. Yeast expressing alpha-synuclein, growth rescue, BacTiter-Glo, 24 h. Potency, µM (series often up to 46.1 µM), for the others: top-dose growth rescue (activation), usual class: activators. 370,000 tested, 0.14% active. AID 652106; further: potency means the concentration at half of the fitted maximal effect; % of control where 0% means no effect; nearly all actives have a fitted effect of over 65% in size
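Galactose-induced alpha-syn yeast (OD600=0.02, raffinose-pregrown) + pinned cpd, 24 hr, 30 deg C; growth by BacTiter-Glo luminescence. Growth restoration scores as activation.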
EPAC1 ag: EPAC1 (human) agonism; Potency, µM (top dose mostly 154 µM), for the others: at the highest dose activation, usual class: activators; 360,000 tested, 0.073% active; AID 720707; EPAC1 agonist qHTS, biochemical assay; response scale: 100% = response to 6.5 mM cAMP; further: potency means the concentration at half of the fitted maximal effect; nearly all actives have a fitted effect of over 60% in size
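EPAC1 100 nM, Rap1B–BODIPY-GDP 250 nM, unlabeled GDP 50 uM; compound titration; 5 min RT; kinetic read ex480/em540 at 5-min intervals ×30 min; data normalized to 6.5 mM cAMP agonist control.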
EPAC1 antag: blocks human EPAC1 exchange factor | EPAC1 GEF assay, Rap1b-BODIPY-GDP exchange fluorescence | Potency, µM (doses to about 115 µM), without a hit: at the highest dose activity change, negative = inhibition, most hits filed as inhibitors | 360,000 tested, 0.14% active | AID 720709;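 further: potency means the concentration at half of the fitted maximal effect; plate controls were vehicle for no effect and positive control for full effect; nearly all actives have a fitted effect of over 50% in size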
FUS suppressor: rescues growth of FUS-expressing yeast | S. cerevisiae FUS-expressing, growth rescue, OD600, 24 h | Potency, µM (series often up to 76.6 µM), without a hit: at the top dose growth rescue (activation), hits mostly activators | 390,000 tested, 0.24% active;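 further: potency means the concentration at half of the fitted maximal effect; plate controls were DMSO vehicle for no effect and reference control for full effect; nearly all actives have a fitted effect of over 55% in size; some results filed as inactive show a strong effect at the top dose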
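S. cerevisiae expressing FUS from galactose induction served as the toxicity model. Growth after 24hr at 30C, read as absorbance at 600 nm, indicates suppression of toxicity; compounds dosed at several concentrations.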
IL-2 act: activates IL-2 in a cell-based reporter assay. activation, % (series mostly up to about 46 µM). 360,000 tested, 0.065% active. AID 652025. IL-2 activation reporter assay, cell-based qHTS; stimulated with anti-CD3/CD4/CD28 beads; in transgenic mouse T cells; in the data active means activation above about 50%; inconclusive means mostly about 30% to 49%; further: 0% is about no effect
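Unstimulated transgenic mouse T cells preincubated 60 min with compound, then stimulated with anti-CD3/anti-CD4-coated beads plus anti-CD28 for 18 h at 37 degrees C. IL-2 response read as EGFP and DsRed fluorescence by plate cytometry.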
WRN helicase inh: blocks human WRN helicase; Q14191; Potency, µM (highest dose often 114 µM), inactives show at the highest dose activity change, negative = inhibition, usual class: inhibitors; 360,000 tested, 0.46% active; WRN helicase unwinding, fluorescent forked duplex, kinetic; further: potency means the concentration at half of the fitted maximal effect; on the % scale 0 is the no-effect control and ±100 the full control effect; nearly all actives have a fitted effect of over 55% in size
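WRN at 20 nM final was preincubated with compound for 15 min at room temperature; reaction started with 100 nM forked duplex oligonucleotide carrying fluorophore and quencher plus 2 mM ATP (final). Unwinding followed kinetically by red fluorescence (ex 525/em 598 nm).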
Abeta rescue: restores growth of yeast expressing A-beta42 peptide. yeast expressing A-beta42, growth rescue, OD600, 48 h; response scale: 0% DMSO, 100% iron-clioquinol control. Potency, µM (highest dose often 46.1 µM), inactives show at the highest dose growth rescue, actives largely listed as activators. 410,000 tested, 0.063% active. AID 1347071; further: potency means the concentration at half of the fitted maximal effect; nearly all actives have a fitted effect of over 55% in size
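Growth rescue measured by 600 nm absorbance after 48 h yeast culture at 30 C with compound. Values normalized between DMSO and an equimolar ferric chloride plus clioquinol control.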
An asterisk follows results filed as active; ? = inconclusive; . = no result given; & = joins results of further samples; [ ] = another dose, or the depositor's remark. Unless noted, the call rests on the fitted dose curve; in most records, active means well fitted curve in the direction sought with a large enough effect; inconclusive means small, poorly fitted or top-dose-only effect, or another doubt; inactive means no such curve, though single readings can be large; an effect the other way counts as inactive or inconclusive.

SMILES	PI5P4Ka inh	PLK1 PBD inh	aSyn yeast inh	EPAC1 ag	EPAC1 antag	FUS suppressor	IL-2 act	WRN helicase inh	Abeta rescue
Cc1ccn(C(C)CC(=O)Nc2ccc(-c3ccno3)cc2)n1 (stereo not given)	-1	-15%	1%	-5%	-26%	16%	-0.2	-7%	2%
Cc1ccc(CS(=O)Cc2ccc(C(=O)NC3CCCCC3)o2)cc1 (stereo not given)	4	-6%	0%	7%	-18%	-3%	-2.4	0%	5%
Cc1c(NC(=S)Nc2ccc(Cl)cc2)c(=O)n(-c2ccccc2)n1C	0	-1%	1%	0%	12%	-39%	-0.5	7%	-7%
Cc1ccc(C(C)NC(=O)c2c(-c3ccccc3)noc2C)cc1C (stereo not given)	6	-3%	-3%	8%	1%	6%	-1.8	-7%	-12%
C=CCn1c(SCC(=O)Nc2cc(C)ccc2C)nnc1-c1cnccn1	.	-7%	0%	9%	1%	30%	-2.8	3%	?
C[C@H]1Oc2ccccc2C(=O)C1C(=O)c1ccccc1 (stereo not given in full)	1	-15%	13%	11%	1%	7%	0.2	4%	-7%
Nn1c(SCC(=O)N2CCCC2)nnc1C1CCCCC1	1	-3%	0%	8%	19%	-48%	-0.8	8%	-5%
CC(=O)N1CCOc2ccc(S(=O)(=O)N(C)c3ccc(C)cc3)cc21	3	-28%	19%	-5%	-10%	3%	-2.6	0%	14%
CN1CCN(C(=O)C23CCC(C)(c4nc5ccccc5nc42)C3(C)C)CC1 (stereo not given)	0	-1%	.	-1%	8%	-5%	-0.8	5%	8%
O=C(NCc1ccco1)c1ccc(CS(=O)(=O)Cc2ccc(F)cc2)o1	-8	-4%	-3%	4%	3%	-4%	1.0	9%	-2%
CCOC(=O)c1ccc(NCc2nc3ccccc3[nH]2)cc1	-15	-6%	-12%	3%	-13%	-21%	-1.2	3%	-7%
CNCC(O)CN(c1ccccc1)c1ccccc1 (stereo not given)	8	-11%	-5%	1%	-6%	12%	-0.4	-6%	-2%
O=c1cc(CSc2nc3cc(Cl)ccc3o2)nc2sccn12	-2	-8%	-12%	9%	8%	-30%	-0.5	?	2%
NC(N)=NCCCC(NC(=O)c1ccccc1)C(=O)Nc1ccc2ccccc2c1 (stereo not given)	21	-9%	5%	6%	-1%	-21%	0.2	-1%	12%
CC1Cc2ccccc2N1C(=O)C1CCCN(S(=O)(=O)c2cccc3nsnc23)C1 (stereo not given)	7	2%&-6%	9%	2%	-25%	?	-0.2	-9%	-24%
COc1ccccc1NC(=O)N1CCN(c2ccc3nncn3n2)CC1	0	-11%	-5%	-6%	-16%	-20%	-2.0	1%	-8%
COc1ccccc1NC(=O)CN1C(=O)CC(C)S(=O)(=O)c2ccccc21 (stereo not given)	0	-5%	-2%	9%	2%	.	-2.4	?	4%
CNC(=O)c1cc2c(s1)CCCCCC2	.	-4%	-8%	-2%	0%	18%	0.4	4%	5%
O=C(Nc1ccc(F)cc1)c1ccc2c(c1)S(=O)(=O)N=C1CCCCCN12	-1	0%	-7%	-3%	0%	-5%	3.9	6%	-8%
O=C(NCCC1=CCCCC1)c1cc(COc2c(F)cccc2F)on1	-1	-10%	-3%	1%	5%	29%	1.0	-1%[57.1 µM]	-5%
CC1(C)SC(=S)N(NC(=O)Nc2ccccc2)C1N(O)C(=O)Nc1cccc2ccccc12 (stereo not given)	0	-15%	0%	6%	-13%	26%	0.1	-1%	0%
O=[N+]([O-])c1ccc(/C=N/Nc2nc(N3CCCCCC3)nc(N3CCCCCC3)n2)o1	-18	-2%	0%	3%	5%	?	-2.9	-15%	-18%
CCCCCCC(=O)Nc1cc2c(C)cc(=O)oc2cc1C	4	-12%	-8%	-3%	-16%	?	-0.3	1%	1%
Cc1cccc(NC(=O)CSc2nnc(-c3ccco3)o2)c1	-14	-15%	-2%	-3%	10%	3%	-0.2	-2%	0%
COc1ccc(NC(=S)NCc2ccc(S(N)(=O)=O)cc2)cc1OC	-8	-12%	-3%	2%	-14%	29%	1.3	3%	-5%
Cc1cc(NC(=O)COC(=O)c2nccnc2N)n(-c2ccccc2)n1	-8	-5%	-9%	9%	-2%	46%	-1.1	5%	7%
CCN(C(=O)COC(=O)c1cccc(S(=O)(=O)NCc2ccccc2)c1)c1ccccc1	-3	-6%	13%	3%	-16%	18%	0.2	-4%	22%
CCOC(=O)C1CCN(C(=O)COc2ccc(S(=O)(=O)NC(C)C)cc2Cl)CC1	9	2%	1%	-2%	13%	-27%	-5.1	-15%	18%[9.22 µM]
COCCNC(=O)[C@H]1N2C(=O)c3ccccc3C2SC1(C)C (stereo not given in full)	6	-5%	1%	7%	9%	-20%	-3.8	4%	-11%
COC(=O)Nc1nn(-c2ccc(OC)cc2)c(=O)c(C#N)c1C	3	11%	0%	-5%	-3%	2%	0.5	20%	-8%
N#Cc1cnn2ccc(-c3cc(N4CCOCC4)ccc3[N+](=O)[O-])nc12	3	-17%	9%	5%	-23%	9%	-0.9	0%	-5%
CCOCCCNC(=O)c1cc(-c2ccc(Br)s2)nc2ccccc12	4	6%	4%	-11%	-7%	13%	-1.9	5%	1%
O=C(Nc1ccccc1F)c1csc(COCCO)n1	4	-7%	0%	0%	-9%	-25%	0.5	-7%	-8%
CC1(C)CC(=O)C2=C(C1)OC(N)=C([N+](=O)[O-])C2c1ccc(F)cc1 (stereo not given)	-10	-2%	1%	4%	-2%	-19%	0.6	-1%	0%
COc1ccccc1CCC(=O)N(CCC1=CCCCC1)c1c(N)n(Cc2ccccc2)c(=O)[nH]c1=O	2	-10%	-7%	-3%	-12%	15%	-2.8	12%	-8%
COc1cc(N/N=C/c2ccc(N(C)C)cc2)ncn1	-8	3%	3%	-1%	11%	-16%	-3.4	6%	-18%
Cn1nnnc1-c1cc(Br)ccc1NC(=O)c1ccccc1	0	-5%	-7%	-4%	-16%	2%	-1.6	18%	-7%
COc1ccc(OCC(=O)N/N=C(\C)CC(=O)Nc2cccc([N+](=O)[O-])c2)cc1	3	-9%	7%	0%	-14%	2%	-0.9	-5%	-4%
Cc1cc(N2CCCC2=O)ccc1S(=O)(=O)NCCOc1ccccc1	-5	-2%	0%	0%	12%	8%	-0.6	-6%	-6%
CCCCCc1ccc(C(=O)CCC(=O)OCC(=O)N(CC)c2c(N)n(Cc3ccccc3)c(=O)[nH]c2=O)cc1	-7	1%	5%	-21%	-14%	?	-4.9	0%	4%
Cc1nn2c(nc1=O)SCC(c1ccccc1)=N2	7	-13%	7%	4%	-9%	5%	-1.8	-16%	-10%
O=C1c2cc(F)ccc2-n2c1nc1ccccc1c2=O	?	4%	4%	2%	-4%	13%	0.5	-20%	-19%
CCC(C(=O)Nc1ccc(C(=O)N2CCCC2)cc1)c1ccccc1 (stereo not given)	-7	-6%	2%	-11%	1%	14%	0.7	5%	1%
COc1ccccc1CC(=O)Nc1c[nH]c(=O)[nH]c1=O	-9	-14%	1%	7%	9%	-9%	-1.3	0%	-7%
CCN(CC)CCCNC(=O)c1sc2nc(-c3ccc(F)cc3)cn2c1C	.	3%	6%	0%	-1%	19%	-1.2	16%	7%
CN(C)C(=S)N=c1ssc(=S)n1Cc1ccccc1	3	?	2%	-7%	-15%	.	-0.6	-21%	0%
COc1ccccc1Nc1cc2cc(Br)ccc2c(=O)[nH]1	-18	-16%	-1%	-1%	?	15%	-0.5	-18%[57.1 µM]	-15%
Fc1ccc(NC(=S)Nc2cc(Cl)ccc2Cl)cc1	5	-16%	1%	-7%	1%	19%	-1.8	3%	?
CCOc1ccc(S(=O)(=O)N(CC)CC)cc1NS(=O)(=O)c1ccc(F)c(F)c1F	-21	9.5µM*	0%	-7%	-8%	21%	1.0	?	6%
Cc1cc(=O)n2[nH]cc(-c3ccccc3)c2n1	3	-6%	0%	-2%	10%	21%	-0.5	-31%	-2%
Clc1ccc(-c2cccc3nccn23)c(Cl)c1	0	-4%	3%	-1%	3%	-11%	0.8	-5%	5%
COc1ccc(N(C(=O)Cc2cccs2)C(C(=O)NC2CCCCC2)c2cccn2C)cc1 (stereo not given)	-1	2%	-6%	-10%	-8%	9%	-0.1	11%[57.1 µM]	8%
COc1ccc(-c2[nH]nc(-c3ccccc3)c2-c2nc3ccccc3[nH]2)cc1	2	-9%	-1%	18%	-23%	24%	-1.2	-23%	1%
O=c1[nH]c(=S)[nH]c2c1CN(Cc1ccc(F)cc1)CC2	0	-6%	-6%	-13%	14%	-3%	0.2	9%	-1%
CCN(CC(=O)N1CCCC1)S(=O)(=O)c1ccc2ccccc2c1	4	-3%	-6%	5%	-3%	-7%	1.3	3%	-10%
O=C(c1ccc(NC2=NC3CS(=O)(=O)CC3S2)cc1)N1CCN(Cc2ccccc2)CC1 (stereo not given)	-2	-14%	-1%	6%	6%	-6%	-0.9	3%	0%
CC(C)N(CCc1ccncc1)C(=O)Nc1ccc(F)cc1	0	6%	3%	-1%	7%	-30%	-1.5	2%	14%
CN(C)N1C(N)=C(C#N)C(c2ccsc2)C2=C1CC(C)(C)CC2=O (stereo not given)	-9	-13%	5%	2%	-11%	.	0.3	9%	10%
CCN(CC)C(=O)Cn1cc(SCC(=O)NCc2ccco2)c2ccccc21	-6	-25%	1%	15%	-7%	10%	-0.5	-2%	-21%
